From PubChem BioAssay
ERAP1 HTS inh = human ERAP1 aminopeptidase inhibitors, primary screen, biochemical, single point, plate reader. Endoplasmic reticulum aminopeptidase 1 (Homo sapiens), Q9NZ08. inhibition, % at 10.7 µM. recombinant ERAP1, Leu-AMC fluorescence, 60 min. AID 652197, 2013. 0.15% of 340,000 active;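 active = mean replicate inhibition of at least 30%, or all replicates individually reaching that 30% level; inactive = mean below 30% and not every replicate reaching it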;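 also: 0% = neutral control wells and 100% = L-leucinethiol positive control wells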
GSIS activator = GLuc luminescence reporter in INS-1E cells, primary screen for activators of glucose-dependent secretion of insulin. activation, % at 16.6 µM. 0.61% of 370,000 active. AID 743287, 2014. INS-1E GLuc reporter insulin secretion, 2-3 h;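 active = lowest replicate activation of at least 40%, so every replicate reaches that level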;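 also: 0% = median of neutral control wells and 100% = median of IBMX positive control wells; some compounds called inactive have numbers as strong as hits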
XiGFP reactiv = activators of inactive X chromosome reactivation, primary screen, imaging, XiGFP fibroblasts, GFP high-content imaging, set 2 | activation, % at 7.58 µM | 0.055% of 360,000 active | XiGFP mouse fibroblasts, % GFP-positive cells imaging, 3 d; cells co-treated with 5-aza-dC sensitizer; scaled so ellipticine positive control = 100% | AID 743238, 2013;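 active = mean normalized replicate activation at least 10% and every replicate at or above 10%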;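 also: 0% = median of on-plate neutral control wells and 100% = ellipticine 6 µM median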
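System: 68-5-11 XiGFP fibroblast line | Buffer or medium: DMEM containing 5-aza-dC | Compound: Single point | Times: Compounds 3 days, fix/stain 15 min at room temperature | Benchmarks: Positive control ellipticine, 6 µM final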
RAD54 inh = inhibitors of human RAD54 branch migration, primary screen, biochemical, fluorescence, single point | DNA repair and recombination protein RAD54-like (Homo sapiens), Q92698 | RAD54 Holliday junction branch migration, FAM/BHQ fluorescence | inhibition, % at 10.4 µM | 0.14% of 360,000 active;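 active = mean normalized replicate activity at least 40 and at least half of replicates scoring 40 or more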;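 also: 0% = median of neutral control wells and 100% = median of positive control wells; inhibitors cause a drop in the FAM fluorescence signal; in these data hits start at about 50%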
Target sequence (Q92698 whole entry, looked up): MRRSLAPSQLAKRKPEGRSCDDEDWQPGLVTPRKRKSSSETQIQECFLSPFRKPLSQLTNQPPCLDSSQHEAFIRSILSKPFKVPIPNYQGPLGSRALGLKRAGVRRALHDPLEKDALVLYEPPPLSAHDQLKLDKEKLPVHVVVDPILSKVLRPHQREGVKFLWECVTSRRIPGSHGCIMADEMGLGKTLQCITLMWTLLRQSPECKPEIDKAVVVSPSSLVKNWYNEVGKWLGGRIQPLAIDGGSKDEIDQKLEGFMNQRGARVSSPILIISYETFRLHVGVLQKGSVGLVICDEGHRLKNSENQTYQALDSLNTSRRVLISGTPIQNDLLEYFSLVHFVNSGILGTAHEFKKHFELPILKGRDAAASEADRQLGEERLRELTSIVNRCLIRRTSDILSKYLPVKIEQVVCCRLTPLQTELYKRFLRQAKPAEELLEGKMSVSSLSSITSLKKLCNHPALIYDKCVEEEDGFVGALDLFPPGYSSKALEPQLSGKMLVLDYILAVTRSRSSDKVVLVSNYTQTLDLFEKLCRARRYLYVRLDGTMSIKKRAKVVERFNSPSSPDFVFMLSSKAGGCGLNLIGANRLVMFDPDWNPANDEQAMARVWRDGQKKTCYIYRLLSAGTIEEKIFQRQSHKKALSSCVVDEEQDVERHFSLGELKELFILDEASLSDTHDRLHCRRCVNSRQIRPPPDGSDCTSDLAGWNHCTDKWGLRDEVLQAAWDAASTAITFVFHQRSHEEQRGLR
F508del corr = F508del CFTR correction, initial screen, CFBE line, single point | 0.36% of 350,000 active | CFBE cells, YFP halide quenching; stimulated with forskolin plus potentiator P3; % fluorescence drop versus neutral controls | AID 720511, 2013 | activity (quench increase), % at 7.58 µM;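 active = mean added fluorescence quench of at least 8% versus neutral control, with both replicates also reaching 8%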;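 also: cells transiently co-express mutant CFTR-F508del with the halide-sensitive YFP; corrector assay measuring rescue of mutant channel to the surface after 24 h compound exposure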
ARNT TACC3 PPI = disruptors of ARNT/TACC3 protein interaction, primary screen, biochemical, AlphaScreen, single concentration. AlphaScreen His-ARNT PAS-B/GST-TACC3 binding, luminescence; TACC3 fragment carries E629A point mutation. Transforming acidic coiled-coil-containing protein 3 (Homo sapiens), Q9Y6A5. inhibition, % at 9.99 µM. 0.66% of 390,000 active;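 active = mean inhibition of replicates at least 50% and at least half of replicates each reaching 50%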;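 also: 0% = complete ARNT plus TACC3 wells and 100% = ARNT alone without TACC3; many hits fall short of the cut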
RAD52 anneal inh = RAD52 DNA annealing inhibitors, primary screen, biochemical, FRET, single point, set 2. DNA repair protein RAD52 homolog (Homo sapiens), P43351. recombinant RAD52 DNA annealing, FRET fluorescence. inhibition, % at 18.7 µM. 0.46% of 360,000 active. AID 651710, 2012;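 active = every replicate showing at least 50% inhibition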
esBAF inh = Bmi1 luciferase reporter increase in mESCs, primary screen, esBAF inhibitor project, mouse ES cells, Bmi1 luciferase knock-in, single point; 24 h; 100% = twice the neutral-well signal; reporter increase, % at 12.5 µM; 2% of 350,000 active; AID 602393, 2012; in the data active = activation above about 40%;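 also: 0% = median of the plate's neutral control wells and 100% = double that signal; a rise in the Bmi1 reporter signal indicates esBAF inhibition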
Active calls of the source: *; nt = no result given.

SMILES | ERAP1 HTS inh | GSIS activator | XiGFP reactiv | RAD54 inh | F508del corr | ARNT TACC3 PPI | RAD52 anneal inh | esBAF inh
C[C@H]1CN([C@@H](C)CO)C(=O)Cc2cc(NC(=O)Cn3cnnn3)ccc2O[C@@H]1CN(C)C(=O)Nc1cccc2ccccc12 | nt | 9 | -0.7 | -1 | -1.7 | 7 | nt | 1
O=C(Nc1cc(Br)ccc1O)c1cc(-c2ccco2)on1 | 0 | 3 | 0.0 | -4 | -2.1 | -3 | -17 | nt
COc1ccc(S(=O)(=O)N(C)C[C@H]2OCCCC[C@@H](C)Oc3ccc(NC(=O)Nc4cccc5ccccc45)cc3C(=O)N([C@@H](C)CO)C[C@@H]2C)cc1 | -5 | 2 | -0.6 | 1 | 0.6 | nt | -20 | -5
C[C@@H]1CCCCO[C@H](CN(C)Cc2ccccc2)[C@@H](C)CN([C@H](C)CO)C(=O)c2cc(NC(=O)Nc3ccc(F)cc3)ccc2O1 | 2 | -15 | 0.3 | 6 | -2.0 | 1 | 29 | 6
Cc1c(Cl)cccc1NC(=O)CNC(=O)CCCc1nc2ccccc2c(=O)[nH]1 | -2 | 20 | 0.0 | nt | -2.3 | nt | -17 | nt
O=C(NCc1ccccc1)c1ccc(Cl)c(S(=O)(=O)N2CCCC2)c1 | -6 | -26 | -0.1 | -1 | -1.6 | -1 | -10 | -6
CCNC(=O)[C@@H]1[C@@H](CO)[C@@H]2Cn3c(ccc(/C=C/c4ccccc4)c3=O)[C@@H]2N1C(C)=O | 9 | 16 | 0.3 | 7 | -1.4 | -15 | -1 | -1
Cc1cc(C)cc(NC(=O)C2CC3CCC2C3)c1 (configuration not stated) | -1 | -20 | 0.2 | -3 | 2.0 | -3 | 4 | 1
O=C(C[C@H]1CC[C@H]2[C@@H](COC[C@H](O)CN2CC2CCOCC2)O1)NCC1CC1 | 1 | 4 | 0.0 | -5 | -0.7 | -8 | 3 | 3
O=C1COc2ccc(C(=O)COC(=O)c3cnc(Cl)c(Cl)c3)cc2N1 | -1 | 1 | 0.1 | nt | -2.3 | 1 | -27 | nt
CCn1nc(C)c(Br)c1-c1nc(CS(=O)(=O)c2ccsc2)no1 | 1 | 31 | 0.0 | -6 | -0.8 | nt | -19 | 0
Cc1cc(/C=C(\C#N)C(=O)NCc2cccs2)c(C)[nH]1 | 4 | 2 | 0.0 | nt | -0.9 | -34 | -4 | nt
COc1ccc(CN(C)C[C@@H]2OCCCC[C@H](C)Oc3ccc(NS(C)(=O)=O)cc3C(=O)N([C@@H](C)CO)C[C@H]2C)cc1 | -1 | -3 | -0.2 | -2 | -0.2 | -6 | 3 | -2
CCN1CCN(c2ccc(S(=O)(=O)N3CCCCC3)cc2NC(=O)Cc2ccc(OC)cc2)CC1 | -1 | -11 | 0.0 | -5 | 1.3 | nt | -6 | -5
Cc1nonc1CN(C)C(=O)c1ccc(OC2CCN(C(=O)c3cccnc3)CC2)cc1 | 8 | nt | 0.0 | -33 | -2.8 | 0 | 2 | 1
CCC(C(=O)O)N1C(=O)/C(=C/C(C)=C/c2ccccc2)SC1=S (configuration not stated) | -13 | 2 | -0.1 | nt | -1.4 | 2 | -37 | 2
COc1ccc(S(=O)(=O)N(C)C[C@@H]2Oc3c(NS(=O)(=O)c4ccc(F)cc4)cccc3C(=O)N([C@H](C)CO)C[C@@H]2C)cc1 | nt | -19 | 0.1 | -6 | 1.4 | nt | nt | 0
O=C(NCCN1CCOCC1)C(=O)NCc1ccc2c(c1)OCO2 | -2 | 10 | 0.0 | nt | 2.9 | 2 | -2 | -6
COCCN(CC(=O)NCC1CCCO1)C(=O)CCC(=O)Nc1ccccn1 (configuration not stated) | -6 | 4 | 0.0 | nt | -0.6 | 5 | -6 | nt
O=C(Nc1cc2c3c(c1)CC(=O)N3CCC2)c1ccc(Br)o1 | 0 | 21 | 0.0 | -12 | 0.2 | -3 | -4 | nt
N#C[C@@H]1[C@H](c2ccccc2-c2ccc(F)cc2)[C@H](CO)N1C(=O)NC1CCCCC1 | 0 | -17 | 0.1 | nt | 1.9 | nt | -17 | nt
Cc1noc(C)c1NC(=O)N[C@@H]1CC[C@H](CCNC(=O)C2CCOCC2)O[C@@H]1CO | -2 | 36 | 0.1 | 9 | 2.5 | 28 | 8 | -16
CCCCc1cc(=O)oc2cc(C)cc(OCc3nn[nH]n3)c12 | nt | 3 | nt | -4 | nt | -11 | nt | -2
O=C(CC[C@H]1O[C@@H](n2ccc(=O)[nH]c2=O)[C@H](O)[C@@H]1O)NCCCc1ccccc1 | -1 | -2 | -0.1 | 1 | 0.4 | nt | 3 | -2
C[C@@H]1CN([C@@H](C)CO)C(=O)Cc2cc(NS(=O)(=O)c3ccc(F)cc3)ccc2O[C@H]1CN(C)C | 0 | -5 | -0.1 | 0 | 0.2 | -5 | 5 | -2
COc1ccc(-c2nc(SCC(=O)Nc3c(F)cccc3F)n[nH]2)cc1 | 2 | -18 | 0.2 | nt | -1.7 | -1 | -22 | 5
CO[C@H]1CC[C@H]2CCN(C)C(=O)[C@@H](C)N(C)C(=O)c3cccc(C#N)c3OC[C@H]1O2 | -1 | 1 | 0.0 | 11 | nt | 0 | 2 | 1
Cc1ccc(C)c(CC(=O)N2CCCC(c3cc(C(=O)NCc4ccccc4)no3)C2)c1 (configuration not stated) | 6 | -24 | 0.1 | -6 | -0.2 | nt | -1 | 2
O=S(=O)(NN=C1CCCCCCC1)c1ccccc1 | 4 | -9 | 0.0 | 4 | 1.0 | nt | -3 | 4
C[C@H]1CN([C@@H](C)CO)C(=O)Cc2cc(NS(=O)(=O)c3ccc(Cl)cc3)ccc2O[C@@H]1CN(C)C | -1 | 18 | -0.8 | -4 | -2.6 | -15 | -2 | 0
Cc1ccc(OC(C)C(=O)Nc2ncc(Cl)cc2Cl)c([N+](=O)[O-])n1 (configuration not stated) | -3 | -39 | 0.2 | 2 | 1.8 | -7 | -31 | nt
Cc1occc1C(=O)NNC(=O)C1CC1 | 3 | 11 | 0.2 | 2 | -0.3 | -2 | 41 | -2
NC(=O)Cn1cc(/C=N\NS(=O)(=O)c2ccccc2)c2ccccc21 | 1 | 13 | 0.5 | -1 | 0.9 | -1 | -14 | -6
CN(C)C(=O)C[C@H]1C[C@@H]2c3cc(NC(=O)c4cccnc4)ccc3O[C@@H]2[C@@H](CO)O1 | -1 | -3 | 0.0 | 1 | 0.6 | 6 | -7 | 2
Cc1[nH]c(=O)nc(SCc2ccc(Cl)c(Cl)c2)c1C#N | -1 | -5 | 0.1 | -10 | -1.7 | -6 | -24 | 2
CC1CC(C#N)N(N(C)C)C1=C(C#N)C#N (configuration not stated) | 0 | -8 | 0.1 | nt | -0.6 | 2 | -5 | nt
COc1ccc2[nH]c(=O)c(CN(CCO)C(=O)NCc3ccccc3)cc2c1 | nt | 4 | nt | 2 | nt | -4 | nt | -4
COc1cccc(CN(C(=O)c2cnccn2)C(C(=O)NC2CCCCC2)c2cc(OC)c(OC)c(OC)c2)c1 (configuration not stated) | -8 | -7 | 0.0 | 9 | 0.6 | 6 | -5 | -3
CCC(=O)N[C@H]1CC[C@H](CC(=O)NCc2ccccc2F)O[C@H]1CO | 0 | 12 | 0.4 | -6 | -0.3 | -3 | -20 | -1
O=C(NNC(=S)Nc1ccc(F)cc1)C1CC1c1ccc(Cl)cc1 (configuration not stated) | -1 | -30 | 0.0 | nt | nt | 13 | -15 | nt
Cc1ccc([C@H]2C[C@H](O)[C@@H](n3cc(COC(=O)c4ccccc4)nn3)CN2Cc2cccs2)cc1 | 2 | -9 | 0.0 | 3 | -1.5 | nt | -42 | 1
O=C(COn1nnc2ccc(Cl)cc21)Nc1ccc(F)cc1 | -3 | -39 | 0.4 | 0 | -1.1 | 0 | -11 | -9
O=C(CN(C(=O)c1ccccc1Cl)N1C(=O)C2C3C=CC(C3)C2C1=O)c1cccs1 (configuration not stated) | nt | -8 | 0.2 | nt | -3.0 | 7 | -6 | -6
COc1cc(CN2CCN(c3ccccc3C)CC2)cc([N+](=O)[O-])c1O | nt | 7 | 0.1 | 1 | nt | 1 | nt | -5
Nc1nc(-c2ccc([N+](=O)[O-])cc2)c(C(=O)Nc2ccc(Cl)cc2)s1 | nt | -3 | nt | -3 | -0.1 | 1 | 8 | -3

3 compounds already listed, sorted by length of the SMILES, smallest number first.
SMILES | ERAP1 HTS inh | GSIS activator | XiGFP reactiv | RAD54 inh | F508del corr | ARNT TACC3 PPI | RAD52 anneal inh | esBAF inh
CC1CC(C#N)N(N(C)C)C1=C(C#N)C#N (configuration not stated) | 0 | -8 | 0.1 | nt | -0.6 | 2 | -5 | nt
O=C(CN(C(=O)c1ccccc1Cl)N1C(=O)C2C3C=CC(C3)C2C1=O)c1cccs1 (configuration not stated) | nt | -8 | 0.2 | nt | -3.0 | 7 | -6 | -6
Cc1ccc([C@H]2C[C@H](O)[C@@H](n3cc(COC(=O)c4ccccc4)nn3)CN2Cc2cccs2)cc1 | 2 | -9 | 0.0 | 3 | -1.5 | nt | -42 | 1

New compounds follow.
SMILES | ERAP1 HTS inh | GSIS activator | XiGFP reactiv | RAD54 inh | F508del corr | ARNT TACC3 PPI | RAD52 anneal inh | esBAF inh
COc1ccc(NC(=O)c2ccccc2NC(=O)C2CC=CCC2C(=O)O)cc1 (configuration not stated) | -5 | 0 | 0.2 | -8 | -0.3 | -3 | -5 | 11
Cc1noc(C)c1S(=O)(=O)Nc1ccc2c(c1)CC(=O)N([C@H](C)CO)C[C@@H](C)[C@@H](CN(C)C(=O)NC(C)C)O2 | 5 | 15 | -0.4 | 5 | 1.0 | -1 | -1 | -7
O=C1CCC(C(=O)OCc2ccccc2)N1 (configuration not stated) | 13 | -1 | nt | 5 | -3.5 | -4 | -10 | -10
CCN(c1ccccc1)c1ncnc2c1cnn2-c1ccccc1 | -2 | 3 | 0.2 | 3 | -1.2 | -9 | -6 | 76*
Cc1noc(C)c1S(=O)(=O)N(C)C[C@@H]1Oc2ccc(NC(=O)CCCCCC(=O)Nc3ccccc3N)cc2CC(=O)N([C@@H](C)CO)C[C@@H]1C | -2 | 16 | -1.2 | nt | 1.5 | nt | -29 | nt

At a glance, some entries already given.
SMILES | ERAP1 HTS inh | GSIS activator | XiGFP reactiv | RAD54 inh | F508del corr | ARNT TACC3 PPI | RAD52 anneal inh | esBAF inh
COc1cc(CN2CCN(c3ccccc3C)CC2)cc([N+](=O)[O-])c1O | nt | 7 | 0.1 | 1 | nt | 1 | nt | -5
Nc1nc(-c2ccc([N+](=O)[O-])cc2)c(C(=O)Nc2ccc(Cl)cc2)s1 | nt | -3 | nt | -3 | -0.1 | 1 | 8 | -3
COc1ccc(NC(=O)c2ccccc2NC(=O)C2CC=CCC2C(=O)O)cc1 (configuration not stated) | -5 | 0 | 0.2 | -8 | -0.3 | -3 | -5 | 11
Cc1noc(C)c1S(=O)(=O)Nc1ccc2c(c1)CC(=O)N([C@H](C)CO)C[C@@H](C)[C@@H](CN(C)C(=O)NC(C)C)O2 | 5 | 15 | -0.4 | 5 | 1.0 | -1 | -1 | -7
